# HSP90 inh – HSP90 refolding inhibition in rabbit reticulocyte lysate | luciferase refolding luminescence, 3 h | inhibition, % at 5.6 µM | 0.91% of 290,000 active;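 active means inhibition above the screen-wide mean plus 3 SD, computed separately per campaign, cut at about 16% in these data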;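 further: 0% = DMSO wells and 100% = 60 µM geldanamycin wells; inhibitors lower the luminescence because luciferase stays unfolded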
# IEC-6 cytotox – counter-screen for KLF5 inhibitors: cytotoxicity in IEC-6 cells. IEC-6 cytotoxicity, luminescence viability. inhibition, % at 5 µM. 0.78% of 290,000 active. AID 1825; in the data active means inhibition above about 22%;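 further: 0% = plate median of test compound wells and 100% = cytotoxic reference compound wells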
# AI-2 QS mod – modulators of Vibrio harveyi AI-2 quorum sensing system | Vibrio harveyi JMH597 AI-2 luminescence/OD600 ratio, 9 h; hits give low values; strain lacks LuxN and CqsS sensors; 0 = neutral-control median | activity change, % at 7.5 µM | 0.4% of 300,000 active; in the data active means activity change below about -75%, passing the limit was not always enough; inconclusive means no clear call, values can overlap the other calls;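 further: luminescence divided by OD600 gain over 9 h not by final OD600 alone; inactives centre near 13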
# HSF1 activator – increases HSF-1 driven luciferase reporter signal; NIH3T3-HGL HSF-1 luciferase reporter, MG132, 8 h; 100% = twice DMSO control signal; activation, % at 9 µM; AID 504408; 1.7% of 300,000 active;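 active means mean replicate activation of at least 50% with a set share of replicates each reaching 50%; inconclusive means only one of those two conditions met; inactive means mean below 50% and too few replicates reaching it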;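 further: 0% = median of the neutral control wells and 100% = twice that signal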
# aSyn 5UTR inh – MLPCN primary screen, SNCA 5' untranslated region; alpha-synuclein 5'UTR reporter, inhibitor activity; inhibition, % (tested at 7.5 µM); 0.82% of 300,000 active; AID 1813; in the data active means inhibition above about 60%; inconclusive means no clear call, values can overlap the other calls;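 further: H4 neuroglioblastoma cells stably carrying SNCA 5'UTR luciferase fusion; 0% = DMSO wells and 100% = positive control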
# SKKanGAS inh – inhibitors of SKKanGAS S. pyogenes growth in kanamycin (SK-promoter or general growth effect). BacTiter-Glo, 6 h. inhibition, % at 7.5 µM. 1.3% of 300,000 active. AID 1662;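 active means mean replicate score, as percent of positive control median, at least 50; inconclusive means mean below 50 but one replicate at or above 50; inactive means mean and every replicate below 50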;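 further: strain carries kanamycin resistance gene driven by streptokinase promoter and grows in 40 µg/ml kanamycin; loss of luminescence reflects streptokinase promoter inhibition or plain growth inhibition; 0% = median of DMSO wells and 100% = positive control at its reference dose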
# HSF1 inh – HSF1 inhibition; NIH3T3-HGL HSE-luciferase, MG132-induced, luminescence 8 h; hits give low values; activity change, negative = inhibition, % at 7.5 µM (by protocol); 0.77% of 300,000 active;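 active means more than half of replicate wells show activity change below -50%, luminescence cut by over half; inconclusive means some wells, but at most half, below -50%; inactive means no replicate well below -50%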;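 further: luciferase reports HSF-1 transcriptional activity via heat shock element; 0% = median of DMSO wells and -100% = zero luminescence signal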
# KLF5 inhibitor – kruppel-like factor 5 inhibition; inhibition, % at 5 µM; 0.23% of 290,000 active; DLD-1 KLF5 promoter-luciferase reporter, luminescence;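 active means inhibition above a per-plate limit of that plate's mean compound inhibition plus 3 SD, cut at about 60% in these data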;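 further: 0% = DMSO wells and 100% = LY294002 at 200 µM; higher means less KLF5 promoter-driven luciferase light; inactives centre near -14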
# Platelet DG rel – modulates dense granule release in human platelets | human platelet-rich plasma, SFLLRN dense granule ATP release, luminescence | 0.22% of 300,000 active | AID 1663 | inhibition, %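 (compounds screened at 7.5 µM in platelet-rich plasma)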;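 active means mean replicate score, as percent of positive control, at or above 50; inconclusive means mean below 50 but at least one replicate at or above 50; inactive means mean and every replicate below 50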
# HIF activator – HIF pathway transcriptional activation; U2OS HRE-luciferase reporter, luminescence; normalized: DMSO 0%, desferrioxamine 100%; activation, % at 7.5 µM (by protocol); 0.32% of 300,000 active;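 active means mean activation of at least 10% of the iron chelator positive control signal, with at least half of replicates also reaching 10%; inconclusive means mean and replicate majority disagree about reaching 10%; inactive means mean and most replicates under 10%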
# * marks the source's active call; other numbers are inactive results; ? = inconclusive; · = no result given.
SMILES,HSP90 inh,IEC-6 cytotox,AI-2 QS mod,HSF1 activator,aSyn 5UTR inh,SKKanGAS inh,HSF1 inh,KLF5 inhibitor,Platelet DG rel,HIF activator
COc1cccc(/C=N/NC(=O)CN2CC(c3ccccc3)CC2=O)c1OC (stereo unspecified),4,4,19,4,5,-2,-6,-11,-3,0.0
CCc1ccc(N2CCN(C(=O)N3CCOCC3)CC2)cc1,-1,-1,17,-9,-55,5,-5,-20,4,0.5
O=C(NNC(=O)c1cc2ccccc2oc1=O)c1ccccc1,-2,-6,25,22,-108,20,-2,-71,3,0.4
O=C(NN1C(=O)/C(=C/c2ccc(O)cc2)SC1=S)c1cccc(O)c1,3,-4,28,9,3,5,-2,-48,5,2.2
Cc1ccccc1N1CCN(Cc2nc(Cc3ccccc3)no2)CC1,-1,-2,3,6,-10,9,3,-18,7,0.4
COc1cccc(CNCCOCCO)c1OC,1,0,16,3,-24,-2,-5,-40,7,0.1
COc1ccc(C(=O)O/N=C(\N)Cc2ccc([N+](=O)[O-])cc2)c(OC)c1,-3,6,31,38,5,5,16,13,8,0.1
CC(=O)c1ccc(C(C)(C)c2ccc(C(C)=O)s2)s1,1,10,9,26,4,-3,10,-12,-7,0.3
Cc1cc(CNC(=S)Nc2ccc(S(=O)(=O)Nc3ncccn3)cc2)nn1C,-4,1,27,4,11,-1,-1,-34,-2,0.3
O=C1/C(=C/c2ccc(F)cc2)SC(=S)N1NS(=O)(=O)c1ccccc1,4,-4,72,6,12,19,8,-4,-3,0.8
Cc1oc(-c2ccccc2F)nc1CS(=O)(=O)CC(=O)NCCN(C)C1CCCCC1,1,0,20,-7,1,0,6,-30,2,0.3
COc1cc(-c2nc3c4ccccc4nc(=S)n3[nH]2)cc(OC)c1OC,5,1,20,9,11,34,6,-36,-8,-0.5
Cc1cc(CSc2ccccc2)ccc1NC(=O)COc1ccccc1,-2,1,18,3,-22,4,9,-30,3,0.8
CCc1ccccc1NC(=O)C1CCCN1S(=O)(=O)c1ccc(-c2ccc(=O)[nH]n2)s1 (stereo unspecified),3,9,21,2,12,8,-1,11,6,-0.4
c1ccc2c(c1)oc1c(Nc3ccc4c(c3)OCO4)ncnc12,0,8,15,49,-108,-5,25,-95,1,1.7
O=C(NCCc1ccccc1)C1CCCN1S(=O)(=O)c1cccc2nsnc12 (stereo unspecified),0,8,-5,24,11,4,6,-32,3,0.1
Cc1ccc(-n2c(SCC(=O)Nc3cccc(S(N)(=O)=O)c3)nc3ccccc32)cc1,-1,19,18,-46,37,7,-41,-40,-13,-0.2
Cn1c(N/N=C/c2ccccc2)nc2sc3c(c2c1=O)CCC3,0,-2,-3,11,-17,-6,-6,23,-9,2.1
Cc1ccc(O)c(NC(=S)NC(=O)CC(C)C)c1,2,-2,15,24,-61,-2,16,-61,0,1.0
CC(=O)c1cccc(CN2CCC(n3nccc3NC(=O)c3ccc4c(c3)OCO4)CC2)c1,1,-1,13,19,5,0,-4,-34,10,0.1
O=C(CSc1ccccn1)N/N=C/c1ccccc1[N+](=O)[O-],1,-3,14,?,-25,-2,30,-12,3,0.5
C/C(Cc1nnn(-c2cc(C)on2)n1)=N\O,-2,4,16,10,3,-1,1,15,0,-0.3
CN(C)S(=O)(=O)c1cc(NC(=O)COC(=O)Cc2ccc(Cl)cc2Cl)ccc1Cl,2,7,18,10,-1,-21,1,-3,-10,0.2
Cc1cc(C(=O)CCl)c(C)n1-c1cccc(S(=O)(=O)N2CCOCC2)c1,4,-1,19,20,-4,8,-4,-16,1,-0.1
CCCC(=O)Nc1ccc(C(=O)NCc2ccccn2)cc1,-2,-5,10,28,-5,-2,8,-13,2,-0.1
CCN1CCCc2cc(CN(CCN3CCOCC3)C(=S)Nc3ccc(OC)c(Cl)c3)ccc21,0,2,31,-1,4,4,1,-24,0,0.2
O=C(Cc1ccc(NC2=NC3CS(=O)(=O)CC3S2)cc1)Nc1ccc(F)cc1 (stereo unspecified),1,-4,17,-24,27,-2,-6,-6,-6,0.2
Cc1ccc(S(=O)(=O)Nc2nc(C)c(C(=O)NN)s2)cc1,7,-2,28,-21,-1,7,2,-37,0,-0.6
CN(CC(=O)Nc1ccccc1Cl)C(=O)COC(=O)Cc1c(F)cccc1Cl,-1,1,25,3,0,-4,5,-38,3,1.1
O=C(CCC(=O)c1ccccc1)NCCOc1ccccc1,1,3,14,10,11,13,4,-5,9,-0.2
CC(=O)Nc1ccc(SCC(=O)c2cc(C)n(C)c2C)cc1,2,-3,5,4,-69,-13,8,-78,-4,0.6
CC(=O)c1cccc(NC(=O)CN(c2ccccc2F)S(C)(=O)=O)c1,1,0,2,4,17,-8,-6,-4,-8,0.5
COc1ccc(OC)c(Nc2cc(-c3ccccc3)nc(N)n2)c1,-1,89*,13,-9,68*,5,-7,65*,·,-0.1
CCOc1ccccc1OCC(=O)Nc1ccc(S(=O)(=O)N(C)C)cc1,-1,8,-24,18,11,-28,-4,-12,0,0.0
Cc1ccc(NC(=O)c2sc(N)nc2-c2ccc([N+](=O)[O-])cc2)cc1C,5,12,10,42,-15,-3,23,-1,0,0.1
O=C(NC1CCCCCCC1)C1CCN(S(=O)(=O)N2CCCC2)CC1,-1,-3,-6,-11,12,4,-2,-17,-1,0.3
O=C(CCN1C(=O)/C(=C\c2ccccc2)SC1=S)NNC(=O)c1ccccc1O,0,-7,17,13,-3,51*,7,18,-6,-0.2
COc1ccc(-c2nc(CS(=O)CC(=O)NC3CCCCCC3)c(C)o2)cc1 (stereo unspecified),0,-8,23,-9,3,12,19,-19,-4,0.7
O=C1c2cccc3cccc(c23)C(=O)N1Nc1ccccc1,0,-1,1,24,35,1,15,18,-10,-0.5
COc1ccc(N2CS(=O)(=O)/C(=C/N(C)C)C2=O)cc1,-1,0,0,5,-93,4,12,-61,12,1.7
CCN(CC)c1ccc(N=Cc2ccc(N(CC)CC)cc2O)cc1,6,-3,11,10,-20,8,7,-32,1,0.4
CCCNS(=O)(=O)c1ccc(CCC(=O)Nc2ccc3c(c2)OCO3)cc1,-2,-12,9,4,8,-2,-1,-8,-6,0.8
Cc1cc(C(=O)O/N=C(\N)c2ccc(C(C)(C)C)cc2)no1,-5,-3,16,2,-223,4,2,-94,-2,1.8
O=C(CCNC(=O)C1CCN(S(=O)(=O)c2ccc(F)cc2)CC1)NCCc1cccc(F)c1,-1,0,14,6,-7,-1,6,-20,11,-0.3
CCCOc1ccc2c(=O)c(-c3cc(C(=O)OC)oc3C)c(C)oc2c1,1,2,12,-12,15,-3,-13,-29,-1,-0.6
COC(=O)c1ccccc1NC(=O)c1ccc(-c2cccc(Cl)c2)o1,3,1,33,-6,-54,-5,6,-23,4,0.1
CC1CC(C)CN(C(=O)CSc2nc(N)cc(=O)[nH]2)C1 (stereo unspecified),-3,0,26,1,1,-6,1,3,1,-0.4
CC12CCC(C(=O)Nc3cc(F)ccc3F)(CC1=O)C2(C)C (stereo unspecified),1,-2,7,-18,-5,1,-2,-4,14,-0.3
Cc1cccc(NC(=S)/N=C(\N)Nc2nc(C)c3cc(C)ccc3n2)c1,5,0,12,4,26,38,-5,-19,-1,0.9
Cc1cccc(-c2nnc3sc(-c4ccccc4)nn23)c1,1,-12,9,11,-17,-2,9,-3,-4,0.5
CC1CN(CCOc2ccc(F)cc2)CC(C)O1 (stereo unspecified),-7,3,13,-3,3,1,0,-26,2,-0.4
CCCSc1nc2c(cnn2-c2ccccc2)c(=O)[nH]1,-2,-1,0,25,-2,10,1,-7,-18,-0.2
CCC/C(=N/Nc1ccc(Cl)cc1)c1cnnc(-c2ccccc2)n1,0,3,5,18,35,-8,5,-5,-4,-4.3
Cc1ccc(S(=O)(=O)N2CCc3ccccc3C2)cc1,5,4,-6,-3,13,10,2,-42,1,1.8
O=C(CN1CCN(C(c2ccccc2)c2ccccc2)CC1)N1CCOCC1,-2,-6,9,-54,-5,-9,-41,-44,-4,0.1
CCOC(=O)C1CCN(C(=O)c2ccc3c(=O)n4c(nc3c2)CCCCC4)CC1,·,·,14,-10,2,-9,-5,·,-14,0.7
O=C(c1ccc2c(c1)OCO2)C1CCCN(C(=O)c2cnn(Cc3ccccc3)c2)C1 (stereo unspecified),3,5,12,8,-15,0,4,-1,-1,0.9
O=C(O)CS(=O)(=O)c1ccc(C(F)(F)F)cn1,0,14,23,-9,-11,6,-9,16,-6,-0.1
CN(C)CCCNC(=O)c1ccccc1Oc1ccccc1,16,-6,24,-7,-22,0,-9,-5,3,1.1
CCOC(=O)C1CCCN(C(=O)N2CCOCC2)C1 (stereo unspecified),-4,-3,20,11,-16,3,-8,-24,-5,-0.3

# Additional records:
SMILES,HSP90 inh,IEC-6 cytotox,AI-2 QS mod,HSF1 activator,aSyn 5UTR inh,SKKanGAS inh,HSF1 inh,KLF5 inhibitor,Platelet DG rel,HIF activator
Cc1cc(NC(=O)CCC2CCCC2)no1,0,-1,22,6,-65,3,11,-15,0,1.2
Cc1cccc(CSc2nc3sc(C)c(C)c3c(=O)n2Cc2ccco2)c1,1,-1,47,-10,30,9,7,-4,7,0.0
O=C1CSC(c2ccccc2)N1Cc1ccccc1 (stereo unspecified),0,-5,6,-9,23,3,-5,-37,-2,-0.8
COc1ccc(N(C(=O)CCl)C(C(=O)NC2CCCCC2)c2cccnc2)cc1 (stereo unspecified),9,4,-1,-51,-48,-13,?,-4,-10,0.4
COn1c(C)c(C(C)=O)c2c3nonc3ccc21,-1,2,41,-27,12,6,-14,-34,?,-0.1
Cc1[nH]c2ccccc2c1/C=N/NC(=O)Cc1cccs1,2,12,-1,-4,11,-3,1,0,-3,0.2
Cc1cc(NC(=O)OC(C)C)ccc1-c1ccc(NC(=O)OC(C)C)cc1C,0,6,35,16,21,3,-4,-19,-4,-49
Cc1sc2ncnc(OCC(=O)Nc3ccc4c(c3)OCCO4)c2c1C,2,-1,13,-1,-5,-1,-4,-16,-1,-0.1
COc1ccccc1NC(=O)c1cc(S(=O)(=O)NCc2ccccc2)ccc1F,-1,2,-15,-3,18,-9,-2,14,-6,-1.3
Cc1c(Cl)cccc1NC(=O)c1ccc(OCC(=O)NCc2ccccc2)cc1,-4,-14,6,7,26,-15,4,-6,11,-0.3
CCOc1ccccc1NC(=O)Nc1ccncc1,7,1,10,4,-5,1,-3,-17,-1,0.2
COc1ccccc1-n1cnc2cc(NCc3cccs3)ccc21,-2,82*,-10,-1,?,19,13,26,4,2.6
CCN(c1ccccc1)S(=O)(=O)c1ccc(OC)c(NC(=O)Cn2cnc3c2c(=O)n(C)c(=O)n3C)c1,-2,2,17,5,22,3,2,-19,-1,0.2
CCc1ccc2oc(-c3cccc(N)c3)nc2c1,18*,1,17,48,-32,0,26,-70,6,-2.9
Cc1ccc(SCC2=NN(c3nc(C)cc(C)n3)C(=O)C2)cc1,4,-5,29,33,7,10,5,-19,1,-0.8
